Bioassay records as filed in PubChem BioAssay.
Avidin fluor = avidin bead compound fluorescence profile; fluorescence (KMESF) at 10 µM; 220,000 tested, 0.38% active; Avidin beads, compound fluorescence 488/530 nm, flow cytometry; active compounds read high; AID 1775; in the data active = fluorescence above about 47; also: inactives centre near 10
Mcl1 Bid PPI = disrupts binding of human Mcl-1 to Bid peptide | 220,000 tested, 0.97% active | inhibition, % at 21.7 µM | Q07820 | TR-FRET Mcl-1/Bid-Dy647 peptide binding, 1536-well;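 active = compounds that cut the binding signal by more than half at the single screening dose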;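 also: His-tagged Mcl-1 with europium anti-His antibody binding Bid BH3 peptide; 0% = Mcl-1 plus peptide wells and 100% = peptide-only wells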
Target sequence (Q07820 whole entry, looked up): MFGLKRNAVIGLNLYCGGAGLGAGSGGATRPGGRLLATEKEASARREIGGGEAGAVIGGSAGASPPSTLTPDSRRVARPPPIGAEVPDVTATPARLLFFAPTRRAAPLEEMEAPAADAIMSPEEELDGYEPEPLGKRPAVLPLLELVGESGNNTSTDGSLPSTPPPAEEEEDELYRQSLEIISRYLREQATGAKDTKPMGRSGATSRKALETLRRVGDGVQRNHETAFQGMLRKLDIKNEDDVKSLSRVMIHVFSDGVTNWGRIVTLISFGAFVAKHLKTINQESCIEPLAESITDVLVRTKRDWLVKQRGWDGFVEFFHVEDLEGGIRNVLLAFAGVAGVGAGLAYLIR
Rac1 wt modul = alters GTP binding to wildtype human Rac1 | P63000 | GST-Rac1 beads, fluorescent GTP binding, flow cytometry; actives lie on both sides; 0 = cold GTP competed, 100 = untreated | GTP binding activity (% of control), % at 10 µM | 190,000 tested, 0.27% active;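 active = GTP binding activity at least 20 points away from the 100% control level, either lower or higher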
Rac1 act GTP bind = modulators of GTP binding to human Rac1 activated mutant; P63000; GST-Rac1 activated beads, fluorescent GTP binding, flow cytometry; actives lie on both sides; 100% means binding = to untreated wells; percent activity (GTP binding), % at 10 µM; 190,000 tested, 0.11% active;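 active = GTP binding at least 20 percentage points away from the 100% baseline, in either direction, so actives lie on both sides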
Bim-Mcl-1 = disrupts Bim peptide binding to human Mcl-1. Q07820. Bead-based flow cytometry, Bim peptide-Mcl-1 binding. inhibition, % at 10 µM. 190,000 tested, 0.1% active. AID 1009; in the data active = inhibition above about 40%;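 also: 0% = no compound tracer wells and 100% = peptide blocker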
Rab2 wt GTP = changes GTP binding to wildtype dog Rab2A, up or down; GTP binding activity, % at 10 µM; GST-Rab2 wt beads, Bodipy-GTP binding, flow cytometry; P61105; 190,000 tested, 0.19% active;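 active = GTP binding activity at least 20 points away from 100%, either lowered or raised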;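 also: 0% = beads with excess unlabeled GTP and 100% = no-compound control corrected for plate trend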
Pf gamet viab = kills late stage P. falciparum gametocytes. P. falciparum stage V gametocytes, ATP luminescence, 24 h. inhibition, % at 10.9 µM. 150,000 tested, 0.065% active;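 active = inhibition above the mean plus 3 SD of compounds within the control limits, set per campaign, cut at about 38% in these data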;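 also: 0% = DMSO wells and 100% = medium only without gametocytes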
Rab7 wt modul = alters GTP binding to wildtype dog Rab7; GST-Rab7 beads, fluorescent GTP binding, flow cytometry; actives lie on both sides; untreated = 100%, excess cold GTP = 0%; GTP binding activity (percent of control), % at 10 µM; 190,000 tested, 0.055% active; AID 758;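 active = fluorescent GTP binding to Rab7 beads changed by at least 20 points from the 100% baseline, either direction, mostly lower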;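 also: median green fluorescence of bound Bodipy-FL-GTP per Rab7 bead population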
Cdc42 wt GTP = modulators (inhibitors or activators) of GTP binding to human Cdc42 wildtype. P60953. GST-Cdc42 beads, Bodipy-GTP binding, flow cytometry; actives lie on both sides. percent activity (GTP binding), % at 10 µM. 190,000 tested, 0.2% active. AID 761;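 active = percent activity GTP binding at least 20 points away from the 100% baseline, either down as inhibitor or up as activator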;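 also: median bead fluorescence of bound Bodipy-FL-GTP at 100 nM; 0% = excess unlabeled GTP control and 100% = no compound control; below 100% means less GTP binding so inhibitor and above means activator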
Target sequence (P60953 whole entry, looked up): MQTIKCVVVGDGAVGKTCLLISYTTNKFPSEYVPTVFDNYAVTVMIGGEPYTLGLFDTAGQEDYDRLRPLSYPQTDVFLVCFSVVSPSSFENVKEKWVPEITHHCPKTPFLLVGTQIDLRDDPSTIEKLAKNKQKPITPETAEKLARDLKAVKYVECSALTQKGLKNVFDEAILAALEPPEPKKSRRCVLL
HRas wt GTP = human HRas wildtype GTP binding, change in either direction | P01112 | GST-Ras wt beads, Bodipy-FL-GTP binding, flow cytometry; actives lie on both sides | GTP binding activity, % at 10 µM | 190,000 tested, 0.14% active | AID 759;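 active = GTP binding activity at least 20% away from the 100% baseline, either lowered as inhibitor or raised as activator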;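 also: 0% = unlabeled GTP competition control and 100% = no-compound control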
Target sequence (P01112 whole entry, looked up): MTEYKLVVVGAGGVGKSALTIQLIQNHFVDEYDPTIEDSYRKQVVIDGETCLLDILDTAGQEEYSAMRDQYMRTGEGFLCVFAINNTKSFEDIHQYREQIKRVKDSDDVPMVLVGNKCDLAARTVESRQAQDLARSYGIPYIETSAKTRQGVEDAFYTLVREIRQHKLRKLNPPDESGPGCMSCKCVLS
Mcl1 Noxa PPI = Mcl-1/Noxa interaction inhibition. AID 1022. 220,000 tested, 1.5% active. inhibition, % at 21.7 µM. Q07820. TR-FRET Mcl-1/Noxa peptide binding, 2 h;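 active = compounds that cut the protein-peptide binding signal by more than 50% relative to plate controls in a single-dose test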;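 also: His-tagged Mcl-1 with rhodamine Noxa BH3 peptide and terbium anti-His antibody; 0% = Mcl-1 plus Noxa peptide wells and 100% = peptide-only wells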
Starred values were filed as active, the others as inactive; . = no result given.

no.	SMILES	Avidin fluor	Mcl1 Bid PPI	Rac1 wt modul	Rac1 act GTP bind	Bim-Mcl-1	Rab2 wt GTP	Pf gamet viab	Rab7 wt modul	Cdc42 wt GTP	HRas wt GTP	Mcl1 Noxa PPI
1	CCOC(=O)C1=C(C)NC2=C(C(=O)CCC2)C1c1cn(Cc2ccc(Cl)cc2Cl)nc1-c1ccccc1 (centres undefined)	14	-14	102	99	-2	101	.	101	102	98	-5
2	CO/N=C(\CS(=O)(=O)Cc1ccc(OC)cc1)c1ccc(Cl)cc1	14	-6	103	102	-3	105	6	99	105	103	-4
3	Cc1ccccc1C(=O)N1CCN(c2ccc(NC(=O)CSc3ccc(Cl)cc3)cc2)CC1	4	-73	102	99	-4	100	.	103	102	103	4
4	COc1ccc(-n2nc3c(c2NC(=O)C2CC2)CS(=O)C3)cc1 (centres undefined)	30	-12	106	99	-4	99	.	101	101	100	-9
5	O=C(N/C(=C/c1ccco1)C(=O)N1CCCCC1)c1cccs1	9	-20	95	96	1	94	.	91	96	91	-22
6	COCCCNC(=O)c1cccs1	5	-23	98	98	2	97	.	96	100	98	6
7	CC(C)NC(=O)Cn1c(=O)c2c(ncn2Cc2ccccc2)n(Cc2ccccc2)c1=O	8	-9	100	96	2	97	.	92	102	98	12
8	CC(C)c1ccccc1NC(=O)c1ccccc1NC(=O)C1CCCCC1	12	-3	101	99	0	97	7	93	98	95	0
9	Cc1ccc(Cn2c(=O)c3c(nc4n3CCCN4Cc3ccccc3)n(C)c2=O)cc1	7	11	97	95	3	95	1	95	94	96	10
10	O=C(NCc1cccnc1)c1ccc(=O)oc1	35	1	100	98	-5	99	-12	99	101	99	19
11	CCOC(=O)c1c(NCC(C)C)c2ccccc2[nH]c1=O	19	-14	102	98	0	100	.	104	99	100	2
12	CCCc1nc(SCC(=O)c2ccccc2)c2c(=O)n(C)c(=O)n(C)c2n1	6	-19	103	98	0	100	.	101	100	102	3

An excerpt from further up:
no.	SMILES	Avidin fluor	Mcl1 Bid PPI	Rac1 wt modul	Rac1 act GTP bind	Bim-Mcl-1	Rab2 wt GTP	Pf gamet viab	Rab7 wt modul	Cdc42 wt GTP	HRas wt GTP	Mcl1 Noxa PPI
1	CCOC(=O)C1=C(C)NC2=C(C(=O)CCC2)C1c1cn(Cc2ccc(Cl)cc2Cl)nc1-c1ccccc1 (centres undefined)	14	-14	102	99	-2	101	.	101	102	98	-5
2	CO/N=C(\CS(=O)(=O)Cc1ccc(OC)cc1)c1ccc(Cl)cc1	14	-6	103	102	-3	105	6	99	105	103	-4
3	Cc1ccccc1C(=O)N1CCN(c2ccc(NC(=O)CSc3ccc(Cl)cc3)cc2)CC1	4	-73	102	99	-4	100	.	103	102	103	4
4	COc1ccc(-n2nc3c(c2NC(=O)C2CC2)CS(=O)C3)cc1 (centres undefined)	30	-12	106	99	-4	99	.	101	101	100	-9
5	O=C(N/C(=C/c1ccco1)C(=O)N1CCCCC1)c1cccs1	9	-20	95	96	1	94	.	91	96	91	-22
6	COCCCNC(=O)c1cccs1	5	-23	98	98	2	97	.	96	100	98	6
7	CC(C)NC(=O)Cn1c(=O)c2c(ncn2Cc2ccccc2)n(Cc2ccccc2)c1=O	8	-9	100	96	2	97	.	92	102	98	12

Other results.
no.	SMILES	Avidin fluor	Mcl1 Bid PPI	Rac1 wt modul	Rac1 act GTP bind	Bim-Mcl-1	Rab2 wt GTP	Pf gamet viab	Rab7 wt modul	Cdc42 wt GTP	HRas wt GTP	Mcl1 Noxa PPI
13	O=C1NC(=O)C(c2cn(-c3ccccc3)nc2-c2ccc(F)cc2)N1 (centres undefined)	18	-17	96	95	0	95	8	92	99	96	0
14	CC(C)(NO)/C(=N\O)c1ccccc1	26	15	109	98	-2	102	-20	102	102	102	17
15	COc1ccc(C(=O)NCC(=O)N/N=C(C)\C=C\c2ccccc2)cc1OC	5	-38	96	94	-2	101	29	107	97	99	-9
16	Cc1ccc(S(=O)(=O)N/N=C/C(C)(C)CO)cc1	17	6	91	93	-3	95	-9	96	94	97	10
17	COC(=O)c1ccccc1OCCN1CCCCCC1	9	-7	96	94	1	96	11	95	93	94	15
18	CCCS(=O)(=O)NCc1ccc2c(c1)cc(C)n2C	33	-33	109	100	-5	99	8	101	104	102	13
19	O=C(NCCc1cn2ccsc2n1)c1cccs1	8	-22	107	100	2	103	.	101	105	102	30
20	Cc1cc(C)cc(Oc2coc3cc(OC(=O)c4cccs4)ccc3c2=O)c1	21	-9	104	98	0	95	.	95	106	99	6
21	CS(=O)(=O)N1CCC(c2noc(-c3ccc(C(F)(F)F)cc3)n2)CC1	15	1	104	101	0	102	.	100	105	103	8
22	O=C(N/N=C/c1cccc(F)c1)c1csc2c1CCCC2	4	-17	99	96	0	95	6	97	97	98	8
23	Cc1cccc(-c2noc(CN(C(=O)CCc3ccccc3)C(C)C)n2)c1	14	3	99	96	0	101	.	101	97	99	13
24	COc1ccc(CCNC(=S)Nc2cc(C)cc(C)c2)cc1	12	-29	105	97	-5	101	-9	102	99	100	12
25	CN(C)c1ccc(/C=N/NC(=O)c2ccc(CN3CCOCC3)cc2)cc1Br	11	-37	99	97	1	102	-6	105	97	101	-8
26	Cc1ccc(-c2nc3sc(C(N)=O)c(N)c3c3c2CCCC3)cc1	2	-55	100	99	-5	97	11	99	100	96	18
27	COc1ccccc1C(=O)NCC(=O)N/N=C/c1cc(Br)ccc1OC(=O)/C=C\c1ccco1	14	-21	102	98	-7	96	-16	100	101	99	22
28	CCOC(=O)C(=O)NC(C)CCc1ccccc1 (centres undefined)	14	1	103	99	-3	99	5	102	101	98	8
29	CC1OC(Nc2cccc3ccccc23)C(O)C(O)C1O (centres undefined)	16	2	98	101	-4	100	.	97	100	100	3
30	CCCCN(C)C(=O)c1cn(CC)c2nc(C)ccc2c1=O	21	-5	102	100	0	101	.	101	101	100	-4
31	N#Cc1c(-c2ccc(C(F)(F)F)cc2)cc(-c2ccccc2)[nH]c1=S	12	-65	94	94	-7	94	-1	94	92	95	-31
32	Cc1ccc(-c2noc(CSc3ccccc3)n2)cc1	10	-20	99	96	-2	97	-22	95	98	98	9
33	COc1ccc2[nH]cc(CCNC(=S)NC3CCCC3)c2c1	9	-27	97	93	-4	98	-15	106	92	98	-2
34	O=[N+]([O-])c1ccc(Cl)c(/C=N/Nc2nc(N3CCOCC3)nc(N3CCOCC3)n2)c1	354*	21	105	100	-3	101	.	102	104	101	19
35	O=C(Nc1nnc(SCc2ccc(Cl)cc2)s1)c1ccco1	17	-8	104	102	0	105	-1	103	105	105	-20
36	Cc1cc(C(=O)N2CCCC2C(=O)O)c(C)o1 (centres undefined)	33	-5	105	100	-4	102	1	97	102	102	8
37	O=C(NC(=S)NCCN1CCOCC1)c1ccc(Cl)cc1	7	-10	110	102	-2	102	.	100	105	103	26
38	COc1ccc(/C=C2\SC(=O)N(CC(=O)NNC(=O)c3ccccc3O)C2=O)cc1	14	48	100	96	-2	96	-9	93	95	95	53*
39	CN(CCOC(=O)c1cccc(Br)c1)C(C)(C)C	12	-17	98	99	2	102	.	96	98	100	12
40	CCOC(=O)c1[nH]c2ccccc2c1N=CN(CC)CC	15	-66	96	99	0	100	.	102	97	97	2
41	Cc1cc(Cl)ccc1OCC(=O)N/N=C1\CC2C=CCC12 (centres undefined)	3	-7	104	101	-7	99	19	98	98	99	7
42	COc1cc(/C=N/NC(=O)c2nonc2N)cc(OC)c1OC	13	-5	97	93	1	95	17	91	94	96	11
43	c1ccc(-c2ccccc2OCCOCCN2CCCCC2)cc1	14	-2	104	102	-4	98	.	99	101	100	37
44	CCc1cc(=O)oc2c(C)c(OCC(=O)N3CCCc4ccccc43)ccc12	6	20	103	102	-2	100	.	99	104	101	6
45	O=c1oc2ccccc2c(N2CCC(c3ccccc3)CC2)c1[N+](=O)[O-]	10	-14	93	90	0	88	.	93	88	91	11
46	Cc1cc(C(=O)NCC(=O)OCC(=O)Nc2ccc(OC(F)F)cc2)ccc1[N+](=O)[O-]	3	-9	103	101	-1	101	24	101	101	100	1
47	CCOc1ccccc1Nc1nnc(SCC(=O)Nc2ccc3[nH]c(=O)[nH]c3c2)s1	9	-26	92	94	0	92	13	109	89	95	27
48	Cc1ccc2nc(C3CCCN3Cc3nc(CCC(C)C)no3)[nH]c2c1 (centres undefined)	7	-17	103	101	0	96	-24	98	101	100	10
49	CCCCN1CCc2c([nH]c3ccc(C)cc23)C1=O	6	-47	99	97	0	96	.	96	100	99	10
